# Screens: PubChem, several laboratories
# PAFAH1B2 inh – inhibitors of human PAFAH1B2; P68402; inhibition, % at 3.39 µM; 340,000 compounds, 1.2% hits; recombinant PAFAH1B2, FP-rhodamine activity probe, fluorescence polarization;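 active = inhibition above the mean of all tested compounds plus 3 SD, cut at about 24% in these data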;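 also: 0% = enzyme with DMSO and 100% = wells lacking PAFAH1B2; many of its hits are not listed in these tables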
# GLD-1 RNA inh – GLD-1-TGE RNA interaction inhibition (C. elegans); Q17339; purified GLD-1 + fluorescein TGE RNA, fluorescence polarization; 320,000 compounds, 0.44% hits; inhibition, % at 5.96 µM;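 active = percent inhibition above a per-plate cutoff, the plate mean of test compounds plus 3 SD, cut at about 30% in these data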;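 also: 0% = DMSO wells with GLD-1 and probe and 100% = wells lacking GLD-1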
# Fam108B counter – counter-screen for RBBP9 inhibitors: inhibitors of mouse Fam108B; recombinant Fam108B, FP-Rh probe fluorescence polarization; inhibition, % at 9.51 µM; 300,000 compounds, 0.33% hits;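 active = inhibition above the screen mean inhibition plus 3 SD, computed separately per campaign, cut at about 18% in these data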;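 also: inhibitors lower polarization as less probe binds the enzyme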
# MCL1 BIM primary – MCL1-BIM-BH3 interaction inhibition (human). GST-MCL1 / FITC-Bim-BH3 fluorescence polarization. 320,000 compounds, 0.68% hits. inhibition, % at 10.9 µM;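 active = inhibition above the mean inhibition of all tested compounds plus 3 SD, set per campaign, cut at about 40% in these data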;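 also: 0% = DMSO wells and 100% = unlabeled Bim-BH3 peptide control; higher means more loss of mP so more displacement of Bim peptide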
# PME-1 inh – blocks human protein phosphatase methylesterase 1; Q9Y570; recombinant PME-1, FP-Rh probe fluorescence polarization; inhibition, % at 5.9 µM; 320,000 compounds, 0.53% hits; AID 2130;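 active = inhibition above the campaign mean of all compounds plus 3 SD, cut at about 26% in these data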;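 also: competitive labeling of PME-1 active site by serine hydrolase directed probe; 0% = PME-1 with DMSO and 100% = wells lacking PME-1 enzyme; inhibitors block probe labeling so polarization falls and inhibition rises; many of its hits are not listed in these tables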
# AHR act – human AHR activation; P35869; AHR-responsive luciferase reporter cells, luminescence; activation, % at 5 µM; 320,000 compounds, 2.5% hits; AID 2796; in the data active = activation above about 47%;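 also: 0% = vehicle wells and 100% = reference agonist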
# Target sequence (P35869 whole entry, looked up): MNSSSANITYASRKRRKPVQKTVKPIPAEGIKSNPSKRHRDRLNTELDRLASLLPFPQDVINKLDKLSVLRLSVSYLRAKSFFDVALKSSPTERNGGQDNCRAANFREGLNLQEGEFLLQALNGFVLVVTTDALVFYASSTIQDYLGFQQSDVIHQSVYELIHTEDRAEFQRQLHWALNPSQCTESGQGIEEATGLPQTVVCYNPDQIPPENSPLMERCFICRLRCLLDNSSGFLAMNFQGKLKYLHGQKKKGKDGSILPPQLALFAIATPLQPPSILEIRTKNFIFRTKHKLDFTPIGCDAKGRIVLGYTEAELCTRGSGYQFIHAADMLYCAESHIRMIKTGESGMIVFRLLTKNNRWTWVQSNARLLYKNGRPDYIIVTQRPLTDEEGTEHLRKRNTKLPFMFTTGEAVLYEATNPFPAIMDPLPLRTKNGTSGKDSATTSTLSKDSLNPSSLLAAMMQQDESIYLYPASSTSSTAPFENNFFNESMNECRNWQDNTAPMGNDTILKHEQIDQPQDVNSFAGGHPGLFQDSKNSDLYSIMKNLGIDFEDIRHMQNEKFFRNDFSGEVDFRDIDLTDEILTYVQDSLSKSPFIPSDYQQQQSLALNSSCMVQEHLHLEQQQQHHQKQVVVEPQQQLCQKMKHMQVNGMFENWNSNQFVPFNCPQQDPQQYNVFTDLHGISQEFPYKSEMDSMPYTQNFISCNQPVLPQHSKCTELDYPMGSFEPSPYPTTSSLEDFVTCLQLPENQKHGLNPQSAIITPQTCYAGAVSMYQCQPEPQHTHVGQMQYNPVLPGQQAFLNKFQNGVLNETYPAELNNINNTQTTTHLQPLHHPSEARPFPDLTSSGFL
# pPAFAH FP inh – pPAFAH (human) enzyme inhibition; Q13093; recombinant pPAFAH, FP-rhodamine probe fluorescence polarization; inhibition, % at 3.39 µM; 330,000 compounds, 1.5% hits; AID 463082;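 active = inhibition above the mean inhibition across the screen plus 3 SD, cut at about 25% in these data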;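 also: inhibitors block binding of the rhodamine activity-based probe so polarization drops; 0% = enzyme with DMSO and 100% = wells lacking pPAFAH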
# BCLXL inh – inhibitors of human Bcl-xL. GST-Bcl-xL / FITC-Bim BH3 peptide fluorescence polarization. inhibition, % at 10.9 µM. 320,000 compounds, 0.7% hits. AID 2129;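 active = inhibition above the mean of all tested compounds plus 3 SD, cutoff set per campaign, cut at about 30% in these data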;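 also: 0% = DMSO wells and 100% = unlabeled Bim-BH3 peptide competitor; inhibitors lower millipolarization by displacing the labeled peptide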
# Target sequence (Q07817 whole entry, looked up): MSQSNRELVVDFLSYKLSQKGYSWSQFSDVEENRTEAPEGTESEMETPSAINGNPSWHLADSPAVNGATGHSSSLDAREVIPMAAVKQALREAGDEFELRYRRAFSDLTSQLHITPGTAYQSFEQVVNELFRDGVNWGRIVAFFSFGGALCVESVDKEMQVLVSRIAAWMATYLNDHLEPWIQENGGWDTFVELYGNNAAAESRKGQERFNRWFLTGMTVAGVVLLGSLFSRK
# MEX-5 binding – C. elegans MEX-5 TCR-2 RNA binding activity; Q9XUB2; MEX-5/FITC-TCR2 RNA binding, fluorescence polarization; active compounds read low; activity score (negative = inhibition of binding), % at 10 µM; 300,000 compounds, 0.38% hits;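 active = inhibition past about -25% in most replicates, and total fluorescence under double the plate's negative control median, limit read from the data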;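 also: 0% = DMSO and -100% = 5 µM competing unlabeled TCR2 RNA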
# * = called active by the depositor; / = no result given. An excerpt; rates above refer to the full screens.
# Every second line gives: PME-1 inh	AHR act	BCLXL inh	Fam108B counter	GLD-1 RNA inh	pPAFAH FP inh	PAFAH1B2 inh	MCL1 BIM primary	MEX-5 binding
Cc1c(Cl)cnc(NC(=O)COC(=O)CCc2nc3ccccc3s2)c1Cl
  4	18	4	2	3	4	5	4	-0.7
Cc1ccc(OCC(=O)N2CCN(C(=O)c3cccnc3)CC2)cc1
  2	17	1	-1	-1	1	6	-3	-0.3
CCOc1cc(C(=O)Nc2ccc([N+](=O)[O-])cn2)cc(OCC)c1OCC
  1	0	-3	-2	9	-5	1	-4	-0.7
COc1ccc(N(CC(=O)Nc2cc(C)ccc2C)S(=O)(=O)c2c(C)noc2C)cc1
  -5	5	3	-4	2	8	5	-2	-5.3
CCc1cc2c(-c3ccccc3)cc(=O)oc2c(CN2CCOCC2)c1O
  7	9	9	-5	-2	10	6	4	-0.2
NS(=O)(=O)c1ccc(CCNCc2cc(Br)ccc2OCc2ccccc2)cc1
  -3	8	11	-3	4	3	4	8	7.7
CCOc1cc(CNCC(C)C)c(Cl)cc1OCC(=O)Nc1ccccc1
  -14	17	12	6	3	2	4	0	4.0
COc1cc(/C=N/NC(=O)C2CCN(CC(O)COCc3ccccc3)CC2)cc(OC)c1OC (configuration not stated)
  0	-2	1	2	10	4	2	2	3.3
Cc1ccc(-n2c(SCC(=O)N/N=C/c3ccccc3OCC(=O)O)nc3ccccc3c2=O)cc1
  -2	4	5	-2	1	-3	5	4	-1.2
Cc1ccc(NC(=O)c2cccnc2)cc1S(=O)(=O)N(C)C
  3	8	3	1	1	-6	2	-1	1.0
Clc1ccc(CCNc2nc3ccccc3n3nnnc23)cc1
  0	5	-2	5	-3	1	2	-1	0.0
COc1ccc(OC)c(N(CC(=O)NCC2CCCO2)S(=O)(=O)c2ccccc2)c1 (configuration not stated)
  -10	4	5	-1	4	6	-3	3	-1.6
COc1ccc(-n2nnnc2SCC(=O)N2CCCC2=O)cc1
  -6	0	-2	/	2	-1	5	-4	/
Oc1ccccc1Cc1c(O)ccc2ccccc12
  -1	11	2	-4	5	7	6	-3	-0.9
CCOc1ccc(NC(=O)CCN2CCN(C)CC2)cc1
  7	2	3	1	-5	4	0	3	-0.1
Cc1ccc(S(=O)(=O)NN=Cc2ccc(N3CCOCC3)cc2)cc1[N+](=O)[O-]
  /	2	/	/	0	4	-6	/	/
CCOc1ccc(N2C(=O)CC(N3CCOCC3)C2=O)cc1 (configuration not stated)
  5	0	2	-4	2	4	-8	1	0.4
COc1cc2[nH]c(=O)c(C(=O)NCCCN3CCCCC3)c(O)c2cc1OC
  2	0	2	2	-3	4	-6	-2	3.1
COc1ccc(NC(=O)c2ccc(C#N)cc2)cc1NS(=O)(=O)c1ccc(F)cc1
  -10	2	3	-4	5	14	1	-3	-0.8
CC(CCc1ccccc1)NC(=O)c1ccc(-n2cncn2)c([N+](=O)[O-])c1 (configuration not stated)
  -2	7	4	4	10	10	0	0	1.6
CCCNC(=O)C(Cc1ccccc1)NS(=O)(=O)c1ccc2c(c1)CCC(=O)N2 (configuration not stated)
  -1	-4	1	-1	-3	3	-2	2	1.1
CC1(C)CC(=O)c2cn3nc(C(F)(F)F)nc3nc2C1
  0	-2	7	1	7	3	2	6	0.7
O=C(CCN1C(=O)/C(=C/c2ccccc2Cl)SC1=S)NNC(=O)c1ccccc1O
  1	7	3	-5	2	30*	5	8	-20
CCCCCC(=O)Nc1ncc2c(n1)CC(c1cccs1)CC2=O (configuration not stated)
  -2	1	-4	-2	1	7	/	0	/
CN1CCC(N(C)C(=S)NC(=O)c2cc(-c3cccc(Br)c3)nc3ccccc23)CC1
  -10	3	5	-3	0	3	4	0	-2.3
COc1ccc(OCC(=O)N/N=C(\C)CC(=O)Nc2ccc(OC)cc2[N+](=O)[O-])cc1
  2	4	2	-1	-3	6	3	4	-2.4
COc1ccc(S(N)(=O)=O)cc1C(=O)NC1CCCc2ccccc21 (configuration not stated)
  -1	6	2	1	-4	3	5	-6	0.1
CCOc1ccc(C(=O)n2cnnc2N)cc1
  6	2	-1	-1	35*	-1	0	-8	-1.4
Cc1cc(C)cc(N(C(=O)Cn2nnc3ccccc32)C(C(=O)NCc2ccco2)c2ccncc2)c1 (configuration not stated)
  2	10	-5	-2	-11	-7	5	-14	0.7
OC(COc1cc(Cl)c(Cl)cc1Cl)CN1CCN(c2ncccn2)CC1 (configuration not stated)
  4	0	2	-3	-6	13	2	7	-0.7
O=C(Nc1ccnn1C1CCN(C(=O)CCc2ccc(F)cc2)CC1)C1CCOC1 (configuration not stated)
  9	0	-1	-3	-4	-1	-6	4	2.8
COc1ccccc1C(=O)NCCc1nc2ccccc2n1C
  -2	1	0	-2	-7	-2	0	-9	2.0
Cc1ccc(N2C(=O)c3ccccc3C2C(=O)c2ccc(O)cc2O)cc1 (configuration not stated)
  -1	59*	12	3	2	47*	0	31	-0.9
Cc1ccc(C)c(S(=O)(=O)N2CCCOC2CNC(=O)C(=O)NCc2ccncc2)c1 (configuration not stated)
  -1	19	3	4	4	3	-4	4	1.4
CCOC(=O)CC1C(=O)NCCN1S(=O)(=O)c1ccccc1 (configuration not stated)
  3	-3	5	0	4	4	2	7	1.7
COC(=O)c1ccc(CNC(=O)c2ccc3c(c2)NC(=O)CS3)cc1
  -3	1	-1	/	4	5	0	1	/
COc1ccc(C(=O)NCCS(=O)(=O)N2CCc3ccccc3C2)cc1OC
  -2	6	4	-1	-2	5	1	-3	-0.6
COc1cccc(CCNC(=O)c2cc(COc3c(F)cccc3F)on2)c1
  -1	1	-3	3	-8	-3	7	-4	-1.0
O=C(N/N=C\c1ccc(F)cc1)c1ccc(F)cc1
  -17	15	5	0	1	3	7	2	0.0
NS(=O)(=O)c1ccc(CCNC(=O)C2CCCCC2)cc1
  -5	2	1	-2	10	9	4	-1	-0.9
C/C(=N\NC(=O)c1nnn(-c2nonc2N)c1-c1ccc2c(c1)OCO2)c1ccccc1
  7	3	-2	1	-4	0	0	2	-0.5
COc1ccc(/C=N\NC(=O)c2ccc(F)cc2)cc1COc1ccccc1C(N)=O
  1	21	9	2	-3	9	-2	0	-0.3
COc1ccccc1CNC(=O)[C@H](C)NC(=O)C1CCN(C(=O)[C@@H](N)Cc2ccccc2)CC1
  -3	0	-3	1	8	-4	7	8	0.4
CCOC(=O)c1cnc2cc(-c3ccc(C)cc3)nn2c1-c1ccccc1
  1	4	8	-1	3	4	4	6	1.0
N/C(COc1ccccc1)=N\NC(=O)c1cccnc1Oc1ccccc1
  0	4	-7	1	-4	-1	5	-8	-0.2
Cc1cc(C(F)(F)F)nn1Cc1n[nH]c(=S)n1Cc1ccccc1
  0	0	-20	0	1	0	3	-26	1.1
Nc1nccnc1C(=O)OCC(=O)NCCc1ccc(Cl)cc1
  -1	4	9	/	11	5	6	7	/
O=C(NCc1nnc2c(C(F)(F)F)cc(Cl)cn12)c1ccc2c(c1)OCO2
  0	52*	-3	-1	6	2	0	4	-2.7
CC(C)(C)OC(=O)C[C@H]1C/C=C\C[C@@H](CC(=O)N(CCO)Cc2ccccc2)C(=O)N[C@@H](Cc2ccccc2)COC1=O
  /	1	/	/	4	3	8	/	/
CC(Sc1nc2ccccc2s1)C(=O)Nc1nnc(C(C)C)s1 (configuration not stated)
  3	6	3	-2	10	7	-1	10	-1.0

# Later entries:
# Every second line gives: PME-1 inh	AHR act	BCLXL inh	Fam108B counter	GLD-1 RNA inh	pPAFAH FP inh	PAFAH1B2 inh	MCL1 BIM primary	MEX-5 binding
O=C(CSc1nn(-c2ccccc2)c(=S)s1)NC1CCS(=O)(=O)C1 (configuration not stated)
  3	-2	3	-1	1	-1	3	12	-0.4
COc1ccc2cc(C(c3nnnn3Cc3ccccc3)N3CCCCCC3)c(=O)[nH]c2c1 (configuration not stated)
  -5	1	15	-1	6	4	5	14	3.1
Cc1ccn2cc(-c3nonc3C)cc2c1
  -2	-1	15	4	21	9	1	12	-3.9
CN1CCN(/N=C/c2c3ccccc3c(Cl)c3ccccc23)CC1
  6	57*	111*	1	77*	4	4	127*	-0.7
Cc1cc(NS(=O)(=O)c2ccc(NC(=O)c3cnc4scc(C)n4c3=O)cc2)nc(C)n1
  5	7	4	6	0	-1	4	1	0.6
Oc1ccc2[nH]cnc2c1CN1CCCCC1
  -6	2	0	-5	-1	1	-1	7	-0.1
CCCCCCOC(=O)c1ccccc1NC(=O)/C=C/C(=O)O
  3	1	1	-4	-2	3	10	6	1.0
Cc1ccc(C(=O)NCCCNC(=O)COc2ccc(Cl)c(C)c2)cn1
  0	-1	3	-3	-3	1	5	2	1.1
COc1ccc(C(=O)N(C)c2c(C)n(C)n(-c3ccccc3)c2=O)cc1OC
  -1	5	3	-3	-1	5	-2	0	0.4
COc1ccccc1S(=O)(=O)c1c(C)cc(C)[nH]c1=O
  2	1	3	-4	0	5	-2	1	0.4
NC(=S)Nc1ccc2c(c1)OCO2
  -5	1	1	4	2	4	1	-2	-0.3
O=C(COc1ccc2ccccc2c1)NNC(=O)C(=O)Nc1ccccc1
  -4	11	-2	-4	-4	11	9	1	-1.8
Cc1ccc(S(=O)(=O)/N=C(/c2ccccc2)N(C)C)c(C)c1
  -4	-1	-4	2	-3	0	9	-2	-2.0
Clc1ccc(Oc2nc(N3CCOCC3)nc(N3CCOCC3)n2)cc1
  -5	0	7	-2	6	4	1	2	1.5
COc1ccc(CSc2ncn[nH]2)cc1[N+](=O)[O-]
  -9	7	-3	5	3	7	-3	-1	-3.6
COc1ccccc1N1CCN(c2ccc(Cl)nn2)CC1
  -2	-8	-1	2	7	5	2	3	-2.2
CN(C)C(=O)c1c(NC(=O)c2ccco2)sc2c1CCCCC2
  1	-1	4	3	8	7	2	-1	-4.7
CCOc1ccc(S(=O)(=O)N2CCCC(C(=O)NCc3ccccn3)C2)cc1 (configuration not stated)
  -1	1	6	2	0	2	1	5	2.8
Cc1ccc(NS(=O)(=O)c2ccc(OCC(=O)Nc3cccc([N+](=O)[O-])c3)c(C)c2)cc1
  -70	7	3	-30	2	3	-6	3	0.6
C[C@@H]1CN([C@@H](C)CO)C(=O)c2cccc(NS(C)(=O)=O)c2O[C@H]1CN(C)CC1CCCCC1
  /	-1	/	/	4	3	2	/	/
Cc1cc(-n2c(C)cc(C(=O)CSc3[nH]c(=O)cc(C(F)(F)F)c3C#N)c2C)no1
  -3	-1	3	/	4	-13	-2	7	/
CC(CNC(=O)c1ccc(NC2=NC3CS(=O)(=O)CC3S2)cc1)c1ccccc1 (configuration not stated)
  -2	2	8	3	0	2	8	12	-2.9
Cc1nc2nc[nH]c2cc1Br
  4	1	-4	3	-2	-4	2	5	2.0
COc1ccc(Cl)cc1S(=O)(=O)N1CCC(C(=O)NC2CCCC2)CC1
  4	-3	2	-3	-8	-4	-7	-3	0.4
Cc1cc(C(=O)NN=Cc2ccc(OC(=O)c3ccco3)cc2)c(C)o1
  /	4	/	/	4	-3	5	/	/
Cc1ccccc1OCC(=O)N/N=C/c1ccc([N+](=O)[O-])o1
  6	3	11	-2	1	5	4	18	3.1
